RAM inhibit – inhibitors of the yeast RAM network, primary screen, dse1pr::URA3 reporter, 5-FOA selection; S. cerevisiae dse1pr::URA3 reporter, 5-FOA growth OD615, 2 d; analog-sensitive cbk1-as2 kinase mutant strain; inhibition, % at 50 µM; AID 868, 2007; actives 1.8% (n = 190,000);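 active = inhibition above a set limit, 3 SD over mean compound inhibition, cut at about 8.4% in these data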;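 also: 0% = DMSO-only wells with no growth and 100% = 10 µM 1-NA-PP1 full growth; inhibition rescues growth on 5-FOA so higher OD means more RAM inhibition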
STAT3 blocker – IL-6 driven STAT3 reporter inhibitors, primary screen, U3A cells, luciferase, luminescence, MLSCN library. inhibition, % at 5.5 µM. IL-6 STAT3-luciferase reporter; host cell line lacks STAT1. actives 0.89% (n = 190,000). AID 862, 2007;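 active = inhibition above the mean inhibition across all screened compounds plus 3 SD, cut at about 44% in these data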;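 also: 0% = DMSO only wells and 100% = 100 µM nifuroxazide control wells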
FLuc inhib CS – firefly luciferase enzyme inhibitors, primary screen, artefact control for luciferase-based inhibitor screens, biochemical, luminescence, ATPLite | actives 1.5% (n = 200,000) | Luciferin 4-monooxygenase (Photinus pyralis), P08659 | inhibition, % at 10 µM | 10 min;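 active = inhibition above about 50% when tested at 10 µM, limit read from the data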
Target sequence (P08659 whole entry, looked up): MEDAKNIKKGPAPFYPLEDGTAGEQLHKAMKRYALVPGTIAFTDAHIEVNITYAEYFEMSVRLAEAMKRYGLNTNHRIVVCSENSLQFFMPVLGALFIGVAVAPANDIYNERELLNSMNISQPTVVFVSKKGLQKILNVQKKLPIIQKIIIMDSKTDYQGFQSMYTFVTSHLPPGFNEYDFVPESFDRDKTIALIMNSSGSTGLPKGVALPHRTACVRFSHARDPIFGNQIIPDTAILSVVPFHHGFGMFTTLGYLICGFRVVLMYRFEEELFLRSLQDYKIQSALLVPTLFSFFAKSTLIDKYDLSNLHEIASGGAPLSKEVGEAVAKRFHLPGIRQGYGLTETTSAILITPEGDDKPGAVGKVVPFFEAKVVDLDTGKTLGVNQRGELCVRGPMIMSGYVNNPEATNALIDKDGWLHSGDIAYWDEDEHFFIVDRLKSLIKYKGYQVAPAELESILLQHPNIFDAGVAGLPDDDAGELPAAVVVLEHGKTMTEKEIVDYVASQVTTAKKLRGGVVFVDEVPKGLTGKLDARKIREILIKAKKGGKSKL
Hsp70 activator – Hsp70 transcriptional activators, primary screen, cell-based, HeLa, Hsp70 promoter luciferase, luminescence, 10 µM | HeLa Hsp70 promoter luciferase reporter; scaled: vehicle 0, proteasome-inhibitor control 100% | activation, % at 10 µM | actives 0.04% (n = 200,000) | AID 1203, 2008;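 active = activation above the mean across all tested compounds plus 3 SD, cutoff set per campaign, cut at about 5.5% in these data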;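 also: 100% = MG132 at 30 µM as the positive control and 0% = DMSO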
STAT1 inh – STAT1 signaling inhibitors, primary screen, cell-based, HTS, luciferase reporter; NIH 3T3 STAT1-luciferase reporter, IFN-gamma, luminescence; inhibition, % at 5.5 µM; actives 0.35% (n = 200,000); AID 920, 2007;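 active = inhibition above a set limit, the mean inhibition across all tested compounds plus 3 SD, cut at about 34% in these data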;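 also: 0% = IFN-gamma with DMSO and 100% = IFN-gamma with 300 µM nifuroxazide; values of inactives mirror those of a sister screen read the other way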
APP 5'UTR act – activators of APP 5'UTR luciferase reporter, primary screen, SH-SY5Y cells; SH-SY5Y APP 5'UTR luciferase reporter, luminescence; zero percent = DMSO vehicle wells; activation, % at 2 µM; actives 1% (n = 190,000); AID 1276, 2008;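 active = activation above a set limit, based on mean plus 3 SD of controls, cut at about 140% in these data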; also: values of inactives mirror those of a sister screen read the other way
STAT1 activator – STAT1 signaling activators, primary screen, cell-based, HTS, luciferase reporter. NIH 3T3 STAT1-luciferase reporter, IFN-gamma, luminescence; 100% = IFN-gamma alone, no compound. activation (% of control), % at 5.5 µM. actives 2.6% (n = 200,000);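 active = activation above the screen-wide mean activation plus 3 SD, cut at about 130% in these data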;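 also: raw ratio to IFN-gamma control signal so 100% means no change and 0% no light; values of inactives mirror those of a sister screen read the other way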
APP 5UTR inh – inhibitors of APP translation via 5'UTR reporter, primary screen, APP 5'UTR luciferase, SH-SY5Y cells. SH-SY5Y APP 5'UTR-luciferase reporter, luminescence. inhibition, % at 2 µM. actives 0.82% (n = 190,000). AID 1285, 2008;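 active = inhibition above a set limit, derived from the sample mean plus 3 SD, cut at about 45% in these data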; also: values of inactives mirror those of a sister screen read the other way
NF-kB expr up – activators of NF-kB expression in neurons, primary screen, cell-based, HTS. actives 1.6% (n = 190,000). fold change at 12.5 µM. human neuronal cells, NF-kB reporter expression; hits give high values; in the data active = fold change above about 3.3
STAT3 act – IL-6 driven STAT3 reporter potentiators, primary screen, U3A cells, luciferase, luminescence, MLSCN library; IL-6 STAT3-luciferase reporter; 100% = signal with IL-6 EC80 alone; activation (% of control), % at 5.6 µM; actives 0.91% (n = 190,000);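 active = activation above the screen-wide mean of compound activation plus 3 SD, cut at about 130% in these data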;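 also: 0% = background luminescence of wells with medium and substrate only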
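Assay system – human STAT1-deficient U3A cells with stable STAT3-luciferase reporter · Also added – IL-6 (33 ng/mL) · Schedule – compound 1 h, then IL-6 6 h at 37 °C · Technique – reporter luminescence signal · Evaluation – % activation versus median of IL-6-stimulated wells · Benchmarks – IL-6-only wells as 100% reference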
Starred values were filed as active, the others as inactive.

SMILES	RAM inhibit	STAT3 blocker	FLuc inhib CS	Hsp70 activator	STAT1 inh	APP 5'UTR act	STAT1 activator	APP 5UTR inh	NF-kB expr up	STAT3 act
CCOc1ccc(N2C(=O)Nc3ccccc3C2(O)C(=O)NCc2ccc(F)cc2)cc1 (stereo unspecified)	7.3	3	-7	-0.3	-5	-26	102	26	1	99
CC(C)(C)c1nnc2sc(SCC(=O)c3ccc(Cl)cc3)nn2c1=O	1.1	1	-8	-0.1	-2	-9	102	9	1.5	103
Nc1ccc(-c2ccc(N)cc2C(F)(F)F)c(C(F)(F)F)c1	0.7	16	-2	0.2	4	-3	97	3	0.97	91
COC(=O)C1=C(C)N(C)C(=S)NC1c1ccc(OC)cc1OC (stereo unspecified)	1.6	12	-6	-0.2	3	10	95	-10	1.1	93
Cc1cc2c(c(C)nn2-c2ccccc2)c(=O)o1	1.9	5	-7	-0.5	3	-6	97	6	1.2	100
CC(Oc1ccc(Cl)cc1)c1ccnn1S(=O)(=O)c1ccc(Cl)cc1 (stereo unspecified)	3.2	11	-11	-0.3	7	-4	94	4	0.91	93
Cc1ncsc1C(=O)N1CCCC(CNS(=O)(=O)c2cccs2)C1 (stereo unspecified)	2.0	8	-7	-0.4	6	-3	93	3	1	98
COc1ccc(N2CCN(C(=O)CCC(=O)c3cc(C)sc3C)CC2)cc1	-1.1	-8	-6	-0.1	6	1	95	-1	1.1	108
COc1ccc(NC(=O)COC(=O)CNS(=O)(=O)c2ccc(C)cc2)c(OC)c1	0.0	-6	-10	-0.1	-7	-26	107	26	1.1	103
COCCNC(=O)CC(=O)N/N=C/c1ccc(C(=O)OC)cc1	3.0	5	-6	-0.2	-4	-2	102	2	1.1	98
C/C(Cl)=C\Cn1c(Nc2ccccc2)nc2c1c(=O)n(C)c(=O)n2C	4.4	7	-6	-0.2	11	13	90	-13	0.77	99
CCOc1ccc(NC(=O)CSc2nc(-c3cccs3)cc(C(F)(F)F)n2)c([N+](=O)[O-])c1	1.5	0	-2	-0.3	-4	-10	103	10	1.4	101
Cc1cc(Cl)ccc1N(CC(=O)NCCSCc1ccco1)S(C)(=O)=O	2.6	5	-5	0.0	8	10	91	-10	1	98
CCOCCCNC(=O)C(c1ccc(Cl)cc1)N1CCC2(CC1)OCCO2 (stereo unspecified)	0.6	12	-8	-0.3	4	-5	96	6	1.2	91
O=C1c2c([N+](=O)[O-])cc([N+](=O)[O-])cc2S(=O)N1Cc1ccccc1 (stereo unspecified)	-0.2	-4	0	-0.4	-8	1	105	-1	1.1	106
O=C(CCN1C(=O)c2ccccc2C1=O)OCN1C(=O)c2ccccc2C1=O	4.3	1	-2	-0.6	-5	-13	107	13	1	99
COc1cc(C(=O)NC(=S)Nc2cccc(-c3cc4ccccc4oc3=O)c2)cc(OC)c1OC	2.5	29	-8	-0.1	13	-9	89	9	0.57	83
CCN(C(=O)CSc1nc2cc(C(=O)OC)ccc2c(=O)n1Cc1ccco1)c1cccc(C)c1	7.1	3	-1	-0.1	4	1	96	-1	0.55	100
Cc1ccnc(N2C3CCC2CC(O)(c2ccccc2)C3)n1 (stereo unspecified)	0.8	2	-6	1.7	-4	4	103	-4	1.1	105
Cc1ccc(N2CCN(CC(O)COc3ccc([N+](=O)[O-])cc3)CC2)cc1 (stereo unspecified)	1.3	9	-6	-0.1	3	19	95	-19	1.2	97
COc1ccc(NC(=O)CC(c2ccc(F)cc2)c2ccc(OC(C)C)cc2)cc1 (stereo unspecified)	9.3*	-8	-2	-0.1	11	3	90	-3	1.1	108
O=C1NC(c2ccc(Br)cc2)Nc2sc3c(c21)CCC3 (stereo unspecified)	2.2	12	-4	0.0	-4	19	103	-19	1.4	94
Cc1ccc(NC(=O)C2C3CCCC2C3c2ccccc2)cc1 (stereo unspecified)	5.5	1	-5	0.0	-14	2	112	-2	0.92	99
Cc1ccc(S(=O)(=O)N(CC(=O)N2CCC(C(N)=O)CC2)c2cccc(C(F)(F)F)c2)cc1	2.6	5	-5	0.1	0	-2	100	2	1.1	99
CCN(CC)C(=O)CSc1nc2ccc(NC(=O)CSc3nnc(COc4ccccc4C)n3C)cc2s1	6.1	17	-4	-0.2	2	-10	98	10	0.39	95
(next part)
SMILES	RAM inhibit	STAT3 blocker	FLuc inhib CS	Hsp70 activator	STAT1 inh	APP 5'UTR act	STAT1 activator	APP 5UTR inh	NF-kB expr up	STAT3 act
COc1ccc(-c2nsc(C(=O)N(c3ccc(F)cc3)C(C(=O)NC3CCCC3)c3ccc(OC)cc3)c2N)cc1 (stereo unspecified)	6.4	3	-4	0.2	2	7	99	-6	1.5	103
CC(=O)Nc1cc(C(=O)N2CCCC2)ccc1S(=O)(=O)c1ccc(Cl)cc1	0.8	6	0	-0.2	5	8	95	-8	0.99	95
Cc1cccc(-n2c(CNC(=O)c3cccc([N+](=O)[O-])c3C)n[nH]c2=S)c1	1.0	0	0	0.0	3	-8	94	8	0.99	104
CN(CCC#N)C(=O)COC(=O)c1nn(-c2ccccc2)c(=O)c2ccccc12	0.5	9	-1	-0.2	2	0	97	0	1.2	99
CCCc1c(C)nc2c(Br)cccc2c1Cl	1.7	-6	1	-0.4	3	19	97	-19	0.97	105
CN(C)CCOCCP(=O)(c1ccccc1)c1ccccc1	0.6	9	-4	-0.4	3	-14	97	14	1.2	101
Cc1ccc(C(=O)N/C(=C\c2ccc(F)cc2)C(=O)NCc2ccncc2)cc1	1.5	-1	-7	-0.3	-11	8	110	-8	1.1	102
O=C(NC1CCCC1)C(Cc1ccccc1)n1cccc1 (stereo unspecified)	1.4	7	-4	-0.3	5	13	95	-13	1	98
COc1cccc2c3c(c(C)nc12)CC(C)O3 (stereo unspecified)	-0.8	1	8	-0.3	8	19	93	-19	1.3	101
CCC(=O)c1ccc(OCC(=O)NCCc2ccccn2)cc1	1.2	1	-2	0.5	1	4	100	-4	1.1	103
CCOCCOC(=O)C1=C(C)Nc2ccc(C)cc2S1	5.1	-16	-1	-0.1	-6	5	106	-6	0.77	119
O=c1c2ccccc2nc2n1CCN2	0.7	0	-8	-0.1	-8	5	107	-5	1.4	103
Cc1ccc(NC(=O)CCNS(=O)(=O)c2cc(Br)cnc2N)cc1Cl	4.1	-2	-3	-0.6	-10	9	109	-9	0.89	105
COc1ccc2c(CC(=O)Nc3cccc(S(=O)(=O)N4CCOCC4)c3)coc2c1	0.5	0	3	-0.2	-3	4	102	-4	0.92	100
Cc1nn(-c2ccccc2)c2[nH]c(=O)c(CNCCN3CCOCC3)cc12	1.4	1	-7	-0.3	4	-9	96	9	1.1	104
COc1ccc(S(=O)(=O)N2CCOCC2)cc1Br	1.8	6	-8	-0.2	0	10	101	-10	1	103
COCCNC(=O)c1ccccc1NC(=O)CCSc1ccccc1	1.9	-5	2	0.1	-9	-7	108	7	0.97	111
O=C(NC(=S)Nc1cccc(Cl)c1N1CCCC1)c1ccc(-c2cccc([N+](=O)[O-])c2)o1	8.3	-35	3	-0.1	-6	0	105	0	0.83	129
O=C(CCS(=O)(=O)Cc1ccccc1)N1CCN(c2ccc([N+](=O)[O-])cc2)CC1	2.5	15	-6	-0.3	2	-16	96	16	1.1	91
COc1ccc(-n2c(SCC(=O)Nc3ccc(C(=O)O)cc3)nnc2-c2cccs2)cc1	4.8	0	-3	-0.5	-6	9	106	-9	1.1	104
C=CCNc1nc(-c2cccc(OC)c2O)nc2ccccc12	-0.9	-8	-8	-0.3	-8	-2	107	2	1.1	112
O=C(CN1C(=O)CSc2ccccc21)NC1CCCC1	1.2	12	-4	-0.4	-1	5	101	-4	0.98	95
S=c1[nH]nc(C2CCCCC2)n1/N=C/c1ccncc1	1.2	9	-4	-0.4	13	14	87	-14	0.57	96
COc1cc2c(cc1NC(=O)C(C)OC(=O)C1CC(=O)N(Cc3ccco3)C1)oc1ccccc12 (stereo unspecified)	3.7	-65	-8	-0.3	-26	51	124	-51	1.8	154*
CN(CC(=O)N1CCCCCC1)S(=O)(=O)c1cccc2cccnc12	1.3	10	-8	1.0	-2	6	102	-6	1	95
Remaining list, next part.
SMILES	RAM inhibit	STAT3 blocker	FLuc inhib CS	Hsp70 activator	STAT1 inh	APP 5'UTR act	STAT1 activator	APP 5UTR inh	NF-kB expr up	STAT3 act
COc1cc(/C=N\NC(=O)c2ccc(C)nc2)ccc1OC(=O)c1ccc2c(c1)OCO2	2.2	21	5	0.5	-16	5	114	-5	1.1	90
CN(C)CCNc1c(N)c(=O)oc2ccccc12	1.5	-7	7	0.1	1	-6	98	6	1	108
O=C(Nc1ccccc1F)c1cnccn1	3.4	13	-4	-0.1	-8	-7	107	7	1.1	94
COc1ccc(C(=O)NNC(=O)Cc2ccc([N+](=O)[O-])cc2)cc1	0.1	-11	-2	-0.4	-12	11	110	-11	1	105
Cc1[nH]c(=O)c(C#N)c(C)c1Cc1ccc(Cl)cc1Cl	2.7	-2	1	0.2	-1	0	99	0	0.93	107
Cc1ccc(C2=C/C(=C/c3cccs3)C(=O)O2)cc1	8.4	-7	85*	-0.1	-16	-2	114	2	0.9	105
C=C(C)CC1Nc2ccccc2NC1CC(=C)C (stereo unspecified)	1.5	-2	-6	-0.4	4	5	95	-5	0.86	104
O=C(N/N=C/c1ccncc1)C1C2CCCCCCC21 (stereo unspecified)	1.5	1	-2	-0.3	-6	-16	105	16	1.2	102
COCC(=O)Nc1ccc([N+](=O)[O-])cc1C	-0.1	-6	-8	-0.2	2	-16	98	16	1.1	103
CC(C)Cc1cc(CN2CCCC(CO)(Cc3cccc(Cl)c3)C2)[nH]n1 (stereo unspecified)	0.4	-2	-5	0.9	6	-3	94	3	0.95	107
CCN(CC)S(=O)(=O)c1cccc(NC(=O)COC(=O)CCC(=O)c2ccc(F)cc2)c1	6.7	3	-2	-0.3	1	6	99	-6	0.77	106
CCNC(=O)CN(C1CCCCC1)S(=O)(=O)c1ccc(F)cc1	2.0	9	-8	-0.3	-4	-12	103	12	1.2	99
Cc1ccc(S(=O)(=O)N2CCN(C(C)CC(=O)O)CC2)cc1 (stereo unspecified)	2.3	4	-2	-0.2	-8	-14	105	14	1	98
CCCc1nc(N2CCN(S(=O)(=O)c3ccc(Cl)cc3)CC2)c2c(C)c(C)sc2n1	4.2	-4	-4	-0.2	7	-3	93	3	1	104
CN(C)S(=O)(=O)c1ccc(C(=O)Nc2nnc(SCc3cccc(F)c3)s2)cc1	4.2	-2	-6	-0.3	2	23	98	-23	0.94	102
